PKA-R2B act = activators of PKA-R2B holoenzyme, primary screen, biochemical, fluorescence polarization, Cy5-IP20, human; cAMP-dependent protein kinase catalytic subunit beta (Homo sapiens) + cAMP-dependent …; PKA-R2B holoenzyme dissociation; R2B truncated from residue 108, S112A mutant; 0% DMSO only, 100% 113 µM cGMP; activation, % at 11.4 µM; 0.079% of 340,000 active; AID 504700, 2011;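 active means activation above a cutoff set at the mean over all compounds plus 3 SD, cut at about 18% in these data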;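 further: higher means more holoenzyme dissociation and a rise in polarization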
phage Ecoli inh = growth loss of phage-infected E. coli, primary screen, RecBCD inhibitor project, absorbance, with phage, HTS; inhibition, % at 11.9 µM; 0.26% of 360,000 active; in the data active means inhibition above about 11%
HTR5A inv ag = HTR5A inverse agonists in luminescence cell assay, primary screen, counter-screen for OPRM1-OPRD1 heterodimer inverse agonist project, full-deck HTS; HTR5A cell line, inverse agonism; AID 504634, 2011; 5-hydroxytryptamine receptor 5A (Homo sapiens), P47898; inhibition, % at 9.3 µM; 0.083% of 340,000 active; in the data active means inhibition mostly above about 23%, no sharp cut-off; inactive means mostly below about 18%;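 further: 0% = cells with DMSO and 100% = no-cell wells with DMSO; some compounds called inactive have numbers as strong as hits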
MOR-DOR inv ag = inverse agonists of MOR-DOR heterodimerization, primary screen, cell-based, luminescence. cell-based MOR-DOR heterodimer luminescence, inverse agonism. 0.21% of 340,000 active. inhibition, % at 9.3 µM; in the data active means inhibition above about 22%, passing the limit was not always enough;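 further: 0% = cells with DMSO and 100% = wells without cells with DMSO; values of inactives mirror those of a sister screen read the other way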
Target sequence (P35372 whole entry, looked up): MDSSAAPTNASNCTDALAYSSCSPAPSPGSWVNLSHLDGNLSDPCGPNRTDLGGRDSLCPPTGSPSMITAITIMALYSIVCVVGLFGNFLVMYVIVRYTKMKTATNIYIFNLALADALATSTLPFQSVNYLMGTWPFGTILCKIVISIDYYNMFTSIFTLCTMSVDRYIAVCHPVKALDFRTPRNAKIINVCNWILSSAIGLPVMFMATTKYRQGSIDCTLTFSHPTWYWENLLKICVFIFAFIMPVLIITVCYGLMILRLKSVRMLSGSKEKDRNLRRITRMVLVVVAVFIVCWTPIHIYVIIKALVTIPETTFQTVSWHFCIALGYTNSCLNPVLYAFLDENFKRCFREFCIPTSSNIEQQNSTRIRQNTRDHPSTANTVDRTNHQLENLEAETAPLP
Target sequence (P41143 whole entry, looked up): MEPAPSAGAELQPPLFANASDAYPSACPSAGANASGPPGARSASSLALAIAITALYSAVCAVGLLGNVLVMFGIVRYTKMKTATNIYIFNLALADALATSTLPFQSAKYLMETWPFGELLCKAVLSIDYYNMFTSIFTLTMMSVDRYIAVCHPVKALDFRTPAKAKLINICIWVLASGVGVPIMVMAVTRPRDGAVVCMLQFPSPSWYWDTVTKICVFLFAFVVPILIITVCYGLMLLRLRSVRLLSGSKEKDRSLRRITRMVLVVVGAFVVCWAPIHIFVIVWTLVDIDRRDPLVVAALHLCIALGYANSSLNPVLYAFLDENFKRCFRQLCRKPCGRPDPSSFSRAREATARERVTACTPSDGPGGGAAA
OPRM1-OPRD1 ag = agonists of OPRM1-OPRD1 heterodimerization, primary screen, cell-based, luminescence | Mu-type opioid receptor (Homo sapiens) + Delta-type opioid receptor (Homo sapiens), … | cells | activation, % at 9.3 µM | 0.3% of 340,000 active | AID 504326, 2011; in the data active means activation above about 18%;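 further: 0% = vehicle-treated cells and 100% = reference agonist; values of inactives mirror those of a sister screen read the other way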
E coli growth = E. coli V3065 growth inhibition, primary screen, counter-screen for AddAB inhibitor project, absorbance, OD600; inhibition, % at 11.9 µM; 0.27% of 330,000 active; AID 449728, 2010; 18 h;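 active means inhibition above the campaign's mean inhibition across all tested compounds plus 3 SD, cut at about 9.9% in these data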;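 further: uninfected addAB+ strain grown without phage in ampicillin broth; 0% = DMSO wells and 100% = ciprofloxacin 0.95 µg/ml wells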
PfHsp90 yeast 2 = growth inhibition of PfHsp90-expressing yeast, primary screen, antimalarial PfHsp90 inhibitor project, S. cerevisiae, BacTiter-Glo luminescence, single point, set 2. BacTiter-Glo ATP, 48 h; yeast lacking PDR1 and PDR3 efflux regulators. inhibition, % at 9.4 µM. 0.32% of 310,000 active;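 active means every replicate shows inhibition above about 80%, whatever the replicate mean, limit read from the data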;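 further: 0% = DMSO neutral controls and 100% = 20 µM radicicol positive controls; yeast relying on Plasmodium falciparum Hsp90 in place of its own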
PKA-R1A activ = activators of PKA-R1A holoenzyme, primary screen, biochemical, fluorescence polarization, Cy5-IP20, bovine R1A, mouse PKAc. cAMP-dependent protein kinase type I-alpha regulatory subunit (Bos taurus) + …. PKA-R1A dissociation; scaled: DMSO 0%, 113 µM cGMP 100%. activation, % at 11.4 µM. 0.083% of 340,000 active. AID 504707, 2011;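 active means percent activation above the mean of all tested compounds plus 3 SD, cut at about 19% in these data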;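 further: higher means more PKAc released from R1A so a rise in polarization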
Mot1-301 SUMO = yeast Mot1-301 growth rescue at high temperature, primary screen, SUMOylation pathway inhibitor project, S. cerevisiae, ATP luminescence, 38.5C. S. cerevisiae Mot1-301 growth rescue; percent above DMSO median, 100 means doubled. growth rescue, % at 18.8 µM. 1% of 320,000 active. AID 2716, 2010;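 active means every valid replicate shows activation above 250% relative to neutral control wells; inactive means the rest, any valid replicate at or below 250%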;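 further: OY570 slx delta 5 strain wells were the positive control but not used for scaling; some compounds called inactive have numbers as strong as hits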
Tat export inh = E. coli Tat export inhibitors, primary screen, MC4100, TorA-mCherry reporter, fluorescence, single point; 0.036% of 340,000 active; inhibition, % at 10 µM;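 active means mean replicate inhibition at least 50% and at least half of replicates individually reaching 50%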;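 further: exported cargo escapes ClpAP degradation while cytoplasmic cargo is degraded and loses fluorescence; 0% = median of neutral control wells and 100% = median of NaSCN control wells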
AddAB inh = growth inhibition of E. coli expressing H. pylori AddAB, primary screen, AddAB inhibitor project, absorbance | inhibition, % at 11.9 µM | 0.29% of 330,000 active | AID 435030, 2010; in the data active means inhibition above about 12%;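 further: 0% = vehicle wells of infected cells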
Numbers without * were called inactive; x = no result given.

Compound,PKA-R2B act,phage Ecoli inh,HTR5A inv ag,MOR-DOR inv ag,OPRM1-OPRD1 ag,E coli growth,PfHsp90 yeast 2,PKA-R1A activ,Mot1-301 SUMO,Tat export inh,AddAB inh
CC(C)CCn1c(N2CCOCC2)nc2c1c(=O)n(CC(N)=O)c(=O)n2C,3,-0.3,2,7,-1.6,0.4,-14,-3,16,-4,0.2
CC(=O)NC(c1cccs1)c1cc([N+](=O)[O-])c2cccnc2c1O (stereo unspecified),-4,1.1,24,14,-2.8,-3.1,-10,-7,18,-2,-2.9
O=NN(CCc1ccncc1)c1ccc(OCc2ccccc2)cc1,1,1.2,-18,-12,2.4,-0.4,-19,5,88,3,0.3
O=C1c2ccccc2-c2c1nc1c([n+]2[O-])CCCC1,3,3.3,18,93*,-16,3.6,8,0,18,-2,-0.1
Cc1c(C#N)c(NC(=O)c2cccc(Cl)c2)n(Cc2ccccc2)c1C,3,2.0,-8,-2,0.5,-0.8,-12,-2,7,1,2.6
C=CCOC(=O)C1=C[C@@H](c2csc3ccccc23)[C@H](CCCO)[C@@H](OCC)O1,-2,-0.2,6,-9,1.6,-1.0,9,-11,-5,6,3.1
Cc1cc(C)nc(Sc2nc(Cl)nc(N(c3ccccc3)c3ccccc3)n2)n1,-9,-0.1,-14,7,-1.1,-0.5,22,-3,11,3,2.1
COc1ccc(CCN(C)C(=S)Nc2cccc(C)c2)cc1OC,0,-0.1,-4,14,-2.5,-1.1,27,-1,-1,5,3.8
O=C(Cn1nnc(-c2ccccc2)n1)N=Nc1c(O)[nH]c2ccccc12,-11,2.6,-9,-8,1.3,-1.2,18,-10,54,5,0.1
O=C(Nc1sccc1C(=O)NCc1ccco1)c1cccnc1,-5,0.1,-10,-3,0.6,-1.2,-18,-12,-13,-1,1.4
CCOC(=O)N1CCC(NC(=O)c2cccn3c(=O)c4cc(Br)ccc4nc23)CC1,3,-1.4,8,4,-0.8,-0.3,-11,1,-1,-1,2.5
O=C1OC(N2CCN(Cc3ccccc3)CC2)c2ccccc21 (stereo unspecified),-5,3.3,-16,18,-3.6,-0.2,16,-1,-5,3,0.0
Cc1cc(C)nc(NC(N)=NC2CCCCC2)n1,-16,2.3,-19,10,-1.7,0.6,5,0,-5,-4,1.6
Cn1c(Cn2cnc(Cl)c2Cl)nc2ccccc21,-9,0.9,1,0,0.0,-0.8,14,2,-1,3,-0.2
O=C1c2cnc3nc(SCc4ccccc4)nn3c2CC2c3ccccc3CCN12 (stereo unspecified),6,3.0,17,20,-4.1,1.1,-31,2,x,0,-1.0
Cc1nn(C)c(C)c1S(=O)(=O)N1CCC(C(=O)NC2CCCCC2)CC1,-14,0.3,-4,4,-0.6,1.9,12,-6,8,2,0.5
Cc1cc(C)n(-c2ccc(C(=O)Nc3ccccn3)cc2)n1,-2,2.9,-5,2,-0.5,-0.1,6,-3,10,5,4.7
CCc1c(C)nc2c(Br)cccc2c1SCCC#N,-3,1.7,-1,-1,0.1,-1.9,33,1,-2,3,3.2
O=C(COC(=O)/C=C/c1ccc(F)cc1)NC1CCS(=O)(=O)C1 (stereo unspecified),3,-1.9,6,13,-2.1,x,17,-2,x,4,x
CCOC(=O)C1CCCN(C(=O)CN2C(=O)c3ccccc3C2=O)C1 (stereo unspecified),10,1.8,-4,2,-0.5,-1.8,x,14,4,-4,-1.0
Cn1c(-c2cnn(-c3ccccc3)c2N)n[nH]c1=S,2,4.9,3,9,-1.7,1.0,-4,1,15,-1,4.1
CC1C(=O)CCN(C(C)(C)C)C1C (stereo unspecified),9,1.7,18,9,-1.6,-2.3,1,0,-10,-3,-2.8
COc1ccc(CNS(=O)(=O)c2ccc(-c3ccc(=O)[nH]n3)o2)cc1,-3,3.4,11,8,-1.6,-0.2,-3,4,-19,-7,-0.3
CCOc1ccccc1OCCCC(=O)NC1=NCCS1,-14,0.3,-56,7,-1.2,-1.1,0,-15,332,-3,0.6
CC(=O)Nc1ccc(S(=O)(=O)NCC(=O)OCC(=O)N2CCN(c3ccccc3)CC2)cc1,-2,5.2,6,3,-0.5,0.8,16,3,1,3,1.5
CC(=O)Nc1nc(-c2cccc3ccccc23)cs1,-8,-0.1,-7,12,-2.4,-2.1,-2,13,17,-2,3.4
CN(C)S(=O)(=O)c1cccc(C(=O)Nc2ccccc2C(=O)NC2CC2)c1,-4,3.8,-12,20,-4.1,0.6,9,-3,-23,4,-1.9
O=C(/C=C/c1ccco1)Nc1ccc2c(c1)OCCO2,-1,1.4,9,4,-0.9,-0.2,-6,2,x,5,1.4
CC(=O)N(C)c1ccc(NC(=O)c2ccco2)cc1,3,2.5,-4,10,-1.9,-0.3,2,-1,205,19,-0.1
CS(=O)(=O)NCCC1=CCCCC1,2,4.2,-7,12,-2.1,0.3,x,4,56,6,2.9
Cc1cc(C)cc(C(=O)NCC(=O)NCc2ccc(S(N)(=O)=O)cc2)c1,4,1.9,0,15,-3.3,x,6,9,12,9,x
O=S(=O)(NCCc1ccccc1)c1ccc(F)cc1Br,7,4.5,3,-5,1.0,0.0,-21,-3,x,1,0.2
COc1ccc(S(=O)(=O)NCC2CCC(C(=O)NCC(OC)OC)CC2)cc1 (stereo unspecified),8,1.9,13,-2,0.3,-1.0,-27,-6,-9,-2,-0.8
C/C(=N\NC(=O)c1cccc(S(=O)(=O)N2CCCC2)c1)c1ccc(F)cc1,4,1.6,3,11,-2.3,0.4,-21,-8,24,5,6.8
Cc1ccc(-c2nc3c(c(=O)c4ccccc4n3C)c(=O)n2-c2ccc(F)cc2)cc1,-6,2.3,2,20,-3.7,1.2,5,-2,8,2,5.0
COc1ccc(N=C2S/C(=C\c3cc(C)n(C)c3C)C(=O)N2CC(C)C)cc1,-6,4.1,-6,0,0.1,-1.4,0,-10,417,-6,1.1
CCOc1ccc(C2C=C(c3ccccc3)Nc3nnnn32)cc1 (stereo unspecified),-20,3.3,-26,-6,1.1,-2.2,x,-2,14,-4,-1.5
O=C(NCc1ccccc1)c1cc(-c2cccc(O)c2)on1,-5,3.1,-14,2,-0.3,-0.8,17,-1,-18,-9,0.8
CCCC(c1nnnn1CCOC)N1CCN(Cc2ccccc2)CC1 (stereo unspecified),-2,0.5,-43,-8,1.4,-0.6,-7,-8,-7,-4,-0.5
Cc1cc(-n2c(C)cc(C(=S)N3CCOCC3)c2C)ccc1Br,-1,2.3,6,4,-0.8,1.2,-4,-18,13,-2,3.5
COc1ccccc1C1CCN(C(=O)c2cccc([N+](=O)[O-])c2)CC1,-4,4.1,-14,9,-1.7,0.8,-6,-14,3,11,-0.8
CSCCC(C(=O)OC1CCOC1=O)N1C(=O)c2ccccc2C1=O (stereo unspecified),-7,1.7,-23,-3,0.6,0.0,7,-6,7,-5,-2.5
O=C(NC(C(=O)N/N=C/c1ccncc1)c1n[nH]c(=O)c2ccccc12)c1ccccc1 (stereo unspecified),-4,4.1,-10,17,-3.2,-0.9,-10,0,-16,2,2.0
CCCCn1c(N)c(N(CCOC)C(=O)COC(=O)C(C)(C)Oc2ccc(Cl)cc2)c(=O)[nH]c1=O,-11,4.3,2,7,-1.2,-0.5,21,-1,18,4,0.3
Cc1cc(C)n(-c2nc3ccccc3nc2N2CCN(S(=O)(=O)c3cccc(C#N)c3)CC2)n1,2,2.5,4,12,-2.2,0.3,-3,5,1,9,4.6
O=C(NCC1COc2ccccc2O1)C1C2C=CC3(CN(Cc4ccccc4Cl)C(=O)C13)O2 (stereo unspecified),4,-0.1,-23,6,-1.0,-0.8,-5,-1,5,1,-1.5
COc1ccc2c(c1OC)C(=O)N(c1ccc(O)cc1)C2,4,0.4,-12,-10,1.2,1.9,-2,1,28,-4,4.1

Arranged by molecular weight (rising): some entries from above
Compound,PKA-R2B act,phage Ecoli inh,HTR5A inv ag,MOR-DOR inv ag,OPRM1-OPRD1 ag,E coli growth,PfHsp90 yeast 2,PKA-R1A activ,Mot1-301 SUMO,Tat export inh,AddAB inh
COc1ccc2c(c1OC)C(=O)N(c1ccc(O)cc1)C2,4,0.4,-12,-10,1.2,1.9,-2,1,28,-4,4.1
O=C(NCc1ccccc1)c1cc(-c2cccc(O)c2)on1,-5,3.1,-14,2,-0.3,-0.8,17,-1,-18,-9,0.8
COc1ccccc1C1CCN(C(=O)c2cccc([N+](=O)[O-])c2)CC1,-4,4.1,-14,9,-1.7,0.8,-6,-14,3,11,-0.8
CCCC(c1nnnn1CCOC)N1CCN(Cc2ccccc2)CC1 (stereo unspecified),-2,0.5,-43,-8,1.4,-0.6,-7,-8,-7,-4,-0.5
C/C(=N\NC(=O)c1cccc(S(=O)(=O)N2CCCC2)c1)c1ccc(F)cc1,4,1.6,3,11,-2.3,0.4,-21,-8,24,5,6.8
Cc1cc(-n2c(C)cc(C(=S)N3CCOCC3)c2C)ccc1Br,-1,2.3,6,4,-0.8,1.2,-4,-18,13,-2,3.5
Cc1ccc(-c2nc3c(c(=O)c4ccccc4n3C)c(=O)n2-c2ccc(F)cc2)cc1,-6,2.3,2,20,-3.7,1.2,5,-2,8,2,5.0
COc1ccc(S(=O)(=O)NCC2CCC(C(=O)NCC(OC)OC)CC2)cc1 (stereo unspecified),8,1.9,13,-2,0.3,-1.0,-27,-6,-9,-2,-0.8
Cc1cc(C)n(-c2nc3ccccc3nc2N2CCN(S(=O)(=O)c3cccc(C#N)c3)CC2)n1,2,2.5,4,12,-2.2,0.3,-3,5,1,9,4.6

Bioassay records deposited in PubChem by several laboratories.

Rows are unselected; 2.2% or so of the library scored in one or more.
